Screens from PubChem.
AGP1 TOR yeast: modulators of TOR pathway AGP1-GFP in S. cerevisiae. GFP response vs DMSO, % at 10 µM. hit rate 0.02% among 320,000. S. cerevisiae AGP1-GFP multiplex flow cytometry, 3 h; GFP as percent of DMSO wells. AID 2066;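 active = GFP response relative to DMSO above a set limit, near screen average plus 3 SD, cut at about 150% in these data; inconclusive = fewer than 70 cells counted for the yeast strain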;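 note: median GFP channel fluorescence of the gated AGP1 strain per well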
Fam108B counter: Fam108B inhibition, counter-screen for RBBP9 inhibitors. recombinant Fam108B, FP-Rh probe fluorescence polarization. inhibition, % at 9.51 µM. hit rate 0.33% among 300,000. AID 1947;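 active = inhibition above the screen mean inhibition plus 3 SD, computed separately per campaign, cut at about 18% in these data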;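 note: inhibitors lower polarization as less probe binds the enzyme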
VLA-4 inh: inhibition in a human VLA-4 binding assay; P13612; VLA-4 expressing cells, ligand binding flow cytometry; inhibition, % (about 7 µM as worked out from the volumes in the protocol); hit rate 0.2% among 330,000; AID 2557; in the data active = inhibition above about 50%
BCLXL inh: inhibitors of human Bcl-xL; inhibition, % at 10.9 µM; AID 2129; GST-Bcl-xL / FITC-Bim BH3 peptide fluorescence polarization; Q07817; hit rate 0.7% among 320,000;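 active = inhibition above the mean of all tested compounds plus 3 SD, cutoff set per campaign, cut at about 30% in these data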;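 note: 0% = DMSO wells and 100% = unlabeled Bim-BH3 peptide competitor; inhibitors lower millipolarization by displacing the labeled peptide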
Target sequence (Q07817 whole entry, looked up): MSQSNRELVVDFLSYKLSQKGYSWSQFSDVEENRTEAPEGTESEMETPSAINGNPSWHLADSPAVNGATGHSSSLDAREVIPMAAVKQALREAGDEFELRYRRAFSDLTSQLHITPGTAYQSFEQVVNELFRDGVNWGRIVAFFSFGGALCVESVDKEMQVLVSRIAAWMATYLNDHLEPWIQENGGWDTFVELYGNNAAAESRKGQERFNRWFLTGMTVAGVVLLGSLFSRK
MEX-5 binding: C. elegans MEX-5 TCR-2 RNA binding activity | Q9XUB2 | MEX-5/FITC-TCR2 RNA binding, fluorescence polarization; hits give low values | activity score (negative = inhibition of binding), % at 10 µM | hit rate 0.38% among 300,000 | AID 1832;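 active = inhibition past about -25% in most replicates, and total fluorescence under double the plate's negative control median, limit read from the data; inconclusive = replicates evenly split on the limit, or fluorescence at least double controls; inactive = too little inhibition in most replicates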;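 note: 0% = DMSO and -100% = 5 µM competing unlabeled TCR2 RNA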
Target sequence (Q9XUB2 whole entry, looked up): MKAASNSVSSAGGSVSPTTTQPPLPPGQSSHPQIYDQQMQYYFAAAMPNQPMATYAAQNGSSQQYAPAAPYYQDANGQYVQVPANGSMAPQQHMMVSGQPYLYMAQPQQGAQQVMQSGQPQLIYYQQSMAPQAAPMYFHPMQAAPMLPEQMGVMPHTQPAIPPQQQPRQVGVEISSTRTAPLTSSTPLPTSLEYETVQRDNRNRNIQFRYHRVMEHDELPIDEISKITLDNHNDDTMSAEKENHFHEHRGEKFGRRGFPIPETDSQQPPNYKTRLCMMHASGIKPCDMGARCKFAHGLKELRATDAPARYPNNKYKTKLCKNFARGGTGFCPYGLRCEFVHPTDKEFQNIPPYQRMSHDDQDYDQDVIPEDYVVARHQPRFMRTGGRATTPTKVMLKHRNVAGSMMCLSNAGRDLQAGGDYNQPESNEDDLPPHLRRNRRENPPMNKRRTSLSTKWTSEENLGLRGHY
GRK2 inh: inhibitors of human GRK2 displacing RNA aptamer; P25098; bead flow cytometry, FAM-aptamer displacement from GRK2; inhibition of aptamer binding, % at 10 µM; hit rate 0.59% among 330,000; AID 488847;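 active = inhibition of aptamer binding above 40%, roughly 3 SD of noise, on plates passing a quality check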;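 note: median bead fluorescence of bound FAM aptamer so fluorescent compounds give negative values; no value below 0 was filed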
MCL1 BIM primary: disrupts human MCL1 binding to BIM-BH3 peptide; GST-MCL1 / FITC-Bim-BH3 fluorescence polarization; hit rate 0.68% among 320,000; Q07820; inhibition, % at 10.9 µM;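 active = inhibition above the mean inhibition of all tested compounds plus 3 SD, set per campaign, cut at about 40% in these data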;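 note: 0% = DMSO wells and 100% = unlabeled Bim-BH3 peptide control; higher means more loss of mP so more displacement of Bim peptide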
CIT2-GFP yeast: yeast TOR pathway CIT2-GFP modulation. S. cerevisiae CIT2-GFP strain, flow cytometry, 3 h; 100 means same as DMSO wells. GFP response vs DMSO, % at 10 µM. hit rate 0.065% among 320,000. AID 2029;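 active = GFP response relative to DMSO above a set limit, near the screen mean plus 3 SD, cut at about 150% in these data; inconclusive = Fewer than 70 cells measured for a yeast strain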;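 note: ratio of well median GFP fluorescence to mean of DMSO wells on the plate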
GLD-1 RNA inh: GLD-1-TGE RNA interaction inhibition (C. elegans); Q17339; inhibition, % at 5.96 µM; purified GLD-1 + fluorescein TGE RNA, fluorescence polarization; hit rate 0.44% among 320,000;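 active = percent inhibition above a per-plate cutoff, the plate mean of test compounds plus 3 SD, cut at about 30% in these data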;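 note: 0% = DMSO wells with GLD-1 and probe and 100% = wells lacking GLD-1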
Active calls of the source: *; i = inactive; ? = inconclusive; . = no result given.

compound	AGP1 TOR yeast	Fam108B counter	VLA-4 inh	BCLXL inh	MEX-5 binding	GRK2 inh	MCL1 BIM primary	CIT2-GFP yeast	GLD-1 RNA inh
COc1ccc(NC(=O)c2ccc3c(c2)OCO3)cc1S(=O)(=O)N1CCOCC1	89.5	.	6.3	.	.	1.0	.	89.4	1.3
COc1cc2nc(CN3CCN(S(=O)(=O)c4ccccc4C(F)(F)F)CC3)[nH]c(=O)c2cc1OC	105.0	.	-8.5	.	.	0.0	.	115.2	-2.1
CCC(C)(C)C1CCc2[nH]nc(C(=O)NC3CCCCC3)c2C1 (centres undefined)	90.0	1.6	-2.2	4.1	.	0.0	-1.4	99.4	-2.4
O=C(OC1CCOC1=O)c1ccc(NS(=O)(=O)c2cccs2)cc1 (centres undefined)	104.5	-2.2	12.1	4.2	-0.4	0.0	2.6	102.3	1.2
Cc1ccc(OCC(=O)NC(=S)Nc2ccc3c4c(cccc24)CC3)cc1	100.1	2.1	10.0	4.6	-3.3	5.0	8.5	105.3	-1.3
CC(C)c1ccc(NC2CCCN(C(=O)CCN3CCCCO3)C2)cc1 (centres undefined)	111.2	2.6	12.9	3.2	0.1	3.0	6.4	104.2	5.3
CC(=O)N1CCN(c2cc(N3CCc4ccccc4C3)c(F)cc2[N+](=O)[O-])CC1	92.5	1.0	5.6	3.5	-1.4	0.0	8.8	87.4	3.5
COc1nc(NCCc2ccc(OC)c(OC)c2)nc(Nc2ccccc2)n1	99.5	-0.5	-24.1	0.9	1.4	0.0	8.4	97.7	-5.4
O=C(CSc1nc2c(c(=O)n1-c1ccccc1)SCC2)NCC1CCCO1 (centres undefined)	98.3	0.3	-7.5	6.1	-1.1	0.0	4.2	105.6	0.7
CCOC(=O)c1ccc(C(=O)NNC(=O)C2CC=CCC2)cc1 (centres undefined)	105.4	-0.5	1.8	-3.0	-3.2	0.0	-9.3	101.1	4.8
COc1ccc(CNC(=O)COC(=O)CN2C(=O)C(C)Oc3ccc(C)cc32)cc1 (centres undefined)	103.1	-2.6	-1.9	3.6	1.8	3.0	-0.8	101.1	3.0
O=C(/C=C/c1ccc(Br)o1)NCc1ccccc1	93.0	-0.5	-10.5	-13.8	0.9	3.0	10.6	88.8	10.1
O=C(COc1ccc(Cl)cc1)Nc1ccc2c(c1)nc1n2CCOC1	102.4	-1.0	-4.9	4.6	3.0	0.0	4.0	100.6	1.1
COc1ccc(C(=O)CSc2nnc(-c3cnccn3)n2Cc2ccco2)cc1	99.5	-1.0	9.8	3.7	0.3	0.0	4.9	99.7	2.7
N#CC1=C(N)SC(N)=C(C#N)C1C1C=CCCC1 (centres undefined)	103.1	-3.0	9.8	-5.0	1.5	0.0	-12.2	112.2	-20.4
Cc1ccc(NC(=O)CCNS(=O)(=O)c2ccc(OC(F)(F)F)cc2)c(O)c1	104.9	2.7	22.4	1.0	1.3	0.0	-1.3	100.0	8.1
CCCc1cc(-n2ccnc2)n2c(nc3ccccc32)c1C#N	105.1	-6.1	-68.2	-56.7	2.4	0.0	-112.2	106.7	-98.9
CCOC(=O)C(=O)Nc1nnc(C2CCCCC2)s1	87.3	0.0	-9.7	-0.2	-1.0	0.0	13.7	80.7	3.9
COC(=O)[C@@H](NC(=O)NCCC1=CCCCC1)C(C)C	112.5	1.8	-3.0	2.8	1.3	.	0.6	102.4	3.6
O=c1cc(-c2ccc(F)cc2)oc2ccccc12	91.1	2.8	12.5	3.0	-3.1	0.0	3.2	98.7	-4.6

compound	AGP1 TOR yeast	Fam108B counter	VLA-4 inh	BCLXL inh	MEX-5 binding	GRK2 inh	MCL1 BIM primary	CIT2-GFP yeast	GLD-1 RNA inh
Cc1ccc(COC(=O)CCCN=C2NS(=O)(=O)c3ccccc32)cc1	101.3	-3.1	7.8	2.7	0.5	1.0	1.2	97.2	6.1
O=C(OC(C(=O)NCc1cccs1)c1ccccc1Cl)c1ccco1 (centres undefined)	110.5	0.9	3.2	2.1	0.8	0.0	0.4	97.8	5.4
COc1ccc(N2CCN(S(=O)(=O)c3cccc4nsnc34)CC2)cc1	93.3	0.6	-2.5	9.4	2.2	2.0	3.0	91.0	6.0
CCCn1c(C(=O)OC)cc2c1ccn2-c1ccc(F)cc1	103.5	-2.6	5.1	1.0	2.0	0.0	-5.2	98.0	-6.4
Cc1cc(NC(=O)CCN2CCC(C(N)=O)CC2)ccc1Br	108.6	-5.4	5.6	5.0	-1.6	0.0	2.7	109.0	-1.0
CCOc1ccc(C(=O)NCC(=O)OCc2c(C)noc2C)cc1	85.5	-1.5	8.2	2.4	0.7	4.0	-6.5	89.9	6.2
CCCCOC(=O)CN1C(=O)c2ccc(C(=O)OCCCC)cc2C1=O	102.6	1.5	9.5	-0.3	-3.4	1.0	5.0	105.7	1.2
COC(=O)c1cc(-c2ccccc2)on1	102.7	-1.1	-20.4	3.6	0.1	0.0	-3.2	98.7	-2.5
Cc1ccc(-c2nc(-c3nccc4ccccc34)oc2-c2ccccc2)cc1	89.0	-8.5	6.9	0.1	-1.6	0.0	2.4	77.2	1.5
COc1ccc(NS(=O)(=O)c2ccc(NC(=S)NC(=O)CC(C)C)cc2)cc1	93.7	-2.9	2.1	-0.7	2.3	0.0	6.4	99.3	-3.0
O=C(O)CCC(NC(=O)C1CCCN1C(=O)OCc1ccccc1)C(=O)O (centres undefined)	103.7	2.3	-2.2	1.1	-1.1	0.0	1.7	96.9	0.5
Cc1sc(NC(=O)c2ccc(OCC(C)C)cc2)c(C(N)=O)c1-c1ccc(Cl)cc1Cl	101.6	-0.9	25.1	3.8	-1.8	0.0	2.3	98.7	2.3
O=C(NCCc1c[nH]c2ccccc12)C1CCN(S(=O)(=O)c2ccccc2F)CC1	106.5	-0.9	4.0	2.0	2.3	2.0	2.3	104.6	-0.3
O=C(Nc1ccc(N2CCOCC2)cc1Cl)C1CCN(C(=O)OCc2ccccc2)CC1	102.5	-0.9	-17.9	6.1	1.6	3.0	9.2	90.6	0.7
CCCCN(C)CCCNC(=O)c1cc(-c2cccs2)nc2ccccc12	99.8	0.7	6.9	2.5	-0.6	0.0	2.1	98.9	8.2
C=CC[C@H](CC(=O)N(CCO)Cc1ccccc1)C(=O)N[C@@H](COC(=O)[C@@H](CC=C)CC(=O)OC(C)(C)C)Cc1c[nH]c2ccccc12	87.9	.	2.7	.	.	0.0	.	82.5	2.3
CCc1ccc(C2c3[nH]c4ccccc4c3CCN2C(=O)c2cc[n+]([O-])cc2)cc1 (centres undefined)	102.0	-3.2	-3.4	-3.0	-2.9	0.0	2.7	101.0	3.0
CCN1C(=O)[C@@H]2[C@@H](c3ccc(-c4cccc(Cl)c4)c(OC)c3)N3CCCC[C@@]3(C(=O)OC)[C@@H]2C1=O	96.6	-1.6	0.0	-1.5	3.6	5.0	-13.4	100.3	-13.4
CCOc1ccc(NS(=O)(=O)c2ccc3c(c2)N(C(C)=O)CCS3)cc1	95.9	-5.0	-4.7	0.8	-0.5	0.0	-5.7	94.7	7.9
Cc1ccc(S(=O)(=O)N2CCOCC2)cc1C(=O)NCC1CCCCC1	109.1	.	-4.1	-0.9	.	0.0	-3.8	105.6	2.4

Compound profiles, as listed above:
CCCc1cc(-n2ccnc2)n2c(nc3ccccc32)c1C#N reads AGP1 TOR yeast = 105.1; Fam108B counter = -6.1; VLA-4 inh = -68.2; BCLXL inh = -56.7; MEX-5 binding = 2.4; GRK2 inh = 0.0; MCL1 BIM primary = -112.2; CIT2-GFP yeast = 106.7; GLD-1 RNA inh = -98.9
CCCCN(C)CCCNC(=O)c1cc(-c2cccs2)nc2ccccc12 reads AGP1 TOR yeast = 99.8; Fam108B counter = 0.7; VLA-4 inh = 6.9; BCLXL inh = 2.5; MEX-5 binding = -0.6; GRK2 inh = 0.0; MCL1 BIM primary = 2.1; CIT2-GFP yeast = 98.9; GLD-1 RNA inh = 8.2

Next compounds follow:
compound	AGP1 TOR yeast	Fam108B counter	VLA-4 inh	BCLXL inh	MEX-5 binding	GRK2 inh	MCL1 BIM primary	CIT2-GFP yeast	GLD-1 RNA inh
CCCCN(CC)S(=O)(=O)c1ccc(C(=O)N=c2sc3cc(NC(C)=O)ccc3n2C)cc1	96.7	-1.1	-5.1	0.6	-0.3	0.0	0.0	96.0	1.9
Brc1cnc(N2CCCC2)nc1N1CCOCC1	91.1	2.0	-0.2	5.9	0.4	13.0	-2.4	99.8	-0.5
CC1(C)OC(=O)C(=CNCCc2ccc(O)cc2)C(=O)O1	101.8	1.0	2.7	4.7	0.1	0.0	2.9	91.6	-3.2
Cc1ccc(NC(=O)/C=C/C(=O)O)c([N+](=O)[O-])c1	103.7	-1.0	-5.3	6.5	0.5	0.0	-6.7	98.9	1.1
CCOC(=O)c1c(C)c(C(=O)NCc2ccco2)c(C)n1C	98.9	0.3	25.7	-76.9	-1.4	6.0	-96.0	99.0	-32.7
O=C1NCCO1	93.8	-0.1	30.6	11.2	.	0.0	3.4	88.5	1.8
CCc1ccc(NC(=O)Cn2nc(C(F)(F)F)c3c2CCC3)cc1	.	-2.0	11.3	1.0	-1.7	0.0	1.9	100.6	6.5
CCn1c(C)nc2cc(C(=O)N=Nc3c(O)[nH]c4c(C)cc(C)cc34)ccc21	96.8	0.5	7.4	7.5	-0.2	2.0	6.9	102.9	-2.4
O=C(Cc1cccs1)N/N=C/C=C/c1ccccc1	96.4	5.4	11.9	-1.9	0.1	4.0	-0.5	100.2	1.2
CN(C(=O)CCn1c(=S)oc2ccccc21)c1ccc(F)cc1	101.5	-2.0	-11.3	4.9	-0.8	35.0	10.1	106.9	9.0
Cc1ccc(O)c(Nc2c3ccccc3nc3ccccc23)c1	92.6	2.6	-4.2	-0.6	-1.8	1.0	7.4	86.8	-4.4
COc1cccc(N2CCN(C3CC(=O)N(c4ccc(C)c(Cl)c4)C3=O)CC2)c1 (centres undefined)	98.3	1.2	24.3	-0.5	1.2	0.0	0.8	91.7	2.6
C=CCn1c(C)c(/C=C/c2cc[n+](C)cc2)c2ccccc21	117.1	-1.1	i	-74.5	?	0.0	-130.3	240.9*	74.2*
CN1c2ccccc2C(=O)/C(=C\Nc2ccc(F)cc2F)S1(=O)=O	103.7	-3.5	-0.4	-3.3	1.2	0.0	-0.6	95.4	2.6
